# Mac1 fbg enh – increases human CD11b/CD18 adhesion to fibrinogen; K562 CD11b/CD18 adhesion to fibrinogen, ATPlite luminescence; activation, % at 10 µM; 0.07% of 93,000 active; AID 1499;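 active = 10 µM primary screen giving 50% or more activity, confirmed by 40% or more on retest at that dose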; note: strong numbers were not always called active
# ERb SRC1 inh – ER-beta (human) coactivator binding inhibition; Q92731; TR-FRET ER-beta LBD / SRC1-Cy5 peptide binding; receptor agonist-loaded with 1 µM estradiol; inhibition, % at 25.6 µM; 1.3% of 86,000 active; AID 633;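 active = compounds whose percent inhibition of the receptor-coactivator binding signal exceeds about 50% in the single-dose screen, limit read from the data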;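 note: 0% = receptor plus peptide wells without compound and 100% = peptide-only wells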
# FAK inh – inhibitors of human focal adhesion kinase; Q05397; 0.84% of 97,000 active; inhibition, %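 (tested at 7 µM)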; biochemical FAK kinase activity assay; AID 727; in the data active = inhibition above about 19%;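 note: 0% = DMSO and 100% = reference compound high control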
# Target sequence (Q05397 whole entry, looked up): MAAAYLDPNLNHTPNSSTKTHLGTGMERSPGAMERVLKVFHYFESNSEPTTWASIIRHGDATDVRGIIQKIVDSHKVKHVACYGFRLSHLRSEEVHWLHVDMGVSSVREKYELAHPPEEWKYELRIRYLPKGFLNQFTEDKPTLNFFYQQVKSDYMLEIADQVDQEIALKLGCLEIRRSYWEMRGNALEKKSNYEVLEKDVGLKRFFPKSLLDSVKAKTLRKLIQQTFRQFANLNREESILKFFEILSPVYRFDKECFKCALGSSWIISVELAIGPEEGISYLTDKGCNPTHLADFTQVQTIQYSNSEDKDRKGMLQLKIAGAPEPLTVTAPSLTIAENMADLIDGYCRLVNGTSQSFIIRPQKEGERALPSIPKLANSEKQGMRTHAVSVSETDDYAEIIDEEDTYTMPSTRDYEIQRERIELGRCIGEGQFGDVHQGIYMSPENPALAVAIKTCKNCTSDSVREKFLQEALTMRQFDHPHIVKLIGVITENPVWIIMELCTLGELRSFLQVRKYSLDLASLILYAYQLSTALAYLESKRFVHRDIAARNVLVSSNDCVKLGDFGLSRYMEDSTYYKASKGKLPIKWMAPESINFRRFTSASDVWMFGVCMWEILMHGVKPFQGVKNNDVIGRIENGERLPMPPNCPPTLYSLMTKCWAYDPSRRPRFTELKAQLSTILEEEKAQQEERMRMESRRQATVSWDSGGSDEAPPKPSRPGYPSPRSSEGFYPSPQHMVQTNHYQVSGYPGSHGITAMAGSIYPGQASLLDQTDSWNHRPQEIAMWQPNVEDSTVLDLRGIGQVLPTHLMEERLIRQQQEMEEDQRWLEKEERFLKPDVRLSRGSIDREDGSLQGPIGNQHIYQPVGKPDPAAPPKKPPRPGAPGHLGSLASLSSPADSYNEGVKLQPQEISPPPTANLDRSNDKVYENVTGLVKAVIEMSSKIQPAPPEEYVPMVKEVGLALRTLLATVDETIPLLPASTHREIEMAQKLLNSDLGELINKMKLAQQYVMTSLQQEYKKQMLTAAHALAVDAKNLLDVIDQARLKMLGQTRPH
# ERa SRC1 pot – ER-alpha (human) coactivator binding potentiation | P03372 | TR-FRET ERalpha-LBD/SRC-Cy5 coactivator binding, 2 h; 100 = basal binding, no effect | coactivator binding (% of control), % at 25.6 µM | 1.3% of 86,000 active | AID 639; in the data active = activity above about 200%;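 note: binding measured in presence of low estradiol as agonist stimulus; 0% = peptide alone without receptor and 100% = receptor with peptide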
# ERa SRC1 inh – blocks coactivator binding to human estrogen receptor alpha | TR-FRET ER-alpha LBD / SRC-1 peptide, estradiol-bound | inhibition, % at 25.6 µM | 1.7% of 86,000 active | AID 629; in the data active = inhibition above about 50%;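 note: 0% = receptor plus peptide control and 100% = peptide only without receptor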
# PLK1 PBD inh – inhibitors of human Plk1 polo box domain binding; inhibition, %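 (tested at about 20 µM)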; Plk1 PBD phosphopeptide binding, fluorescence polarization; 0.13% of 97,000 active; P53350; AID 693; in the data active = inhibition above about 34%, passing the limit was not always enough
# HIV Rev-RRE inh – inhibitors of HIV-1 Rev-RRE RNA interaction | Rev peptide-RRE RNA binding, FRET | P05866 | AID 704 | 0.79% of 97,000 active | inhibition, % at 8 µM;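 active = inhibition above the screen-wide mean plus 3 SD, cut at about 35% in these data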;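 note: 0% = median DMSO wells and 100% = median Neomycin B control wells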
#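 Material: labelled RRE RNA duplex and labelled Rev peptide / Buffer or medium: HEPES pH 7.5 salt buffer with EDTA / Compound dosing: single point, 8 µM final nominal compound concentration / Benchmarks: DMSO low control, neomycin B high control / Timing: 5 min preincubation and 15 min binding, 25 °C / Technique: FRET fluorescence readout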
# PLK1 kinase inh – blocks human PLK1 kinase activity | inhibition, % at 10 µM | recombinant PLK1 kinase, TR-FRET peptide phosphorylation | 0.53% of 97,000 active | AID 619;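 active = inhibition of 50% or more in the single-concentration screen; inactive = inhibition below 50%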;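 note: 0% = DMSO max control and 100% = H-89 dihydrochloride min control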
# CD11b adhes inh – CD11b/CD18-fibrinogen binding inhibition. P05107+P11215. K562 CD11b/CD18 adhesion to fibrinogen, ATPlite luminescence; Mn2+ added to activate the integrin. inhibition, % at 10 µM. 0.54% of 93,000 active. AID 1497;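 active = primary inhibition of 50% or more at 10 µM, then 40% or more on retest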; note: some results filed as inactive read as strong as hits
# * hit, by the source's call; . = no result given; [ ] = remark or other dose.
SMILES,Mac1 fbg enh,ERb SRC1 inh,FAK inh,ERa SRC1 pot,ERa SRC1 inh,PLK1 PBD inh,HIV Rev-RRE inh,PLK1 kinase inh,CD11b adhes inh
O=C(CSc1ccc(Cl)cc1)Nc1cccc(NC(=O)c2ccco2)c1,-4.1,.,2.0,.,.,26.9,8.9,-7.2,-13.7
CCn1c(SCC(=O)c2ccc(CNC(C)=O)o2)nnc1-c1cccs1,4.0,42.8,1.6,59.5[fluorescence artefact?],58.4*,-43.8,1.1,-6.0,2.5
Brc1ccc(-c2noc(COc3ccc4c(c3)CCC4)n2)o1,-2.4,14.8,.,88.7,1.1,.,.,.,60.7
CC(C)Cn1c(-c2ccc(C#N)cc2)nc2c1c(=O)[nH]c(=O)n2CC(C)C,-0.9,-4.1,0.7,98.2,0.7,7.7,5.7,-2.3,11.1
FC(F)(F)c1ccc(N2CCOCC2)c(Nc2nc3ccccc3n3cnnc23)c1,.,.,-6.2,.,.,-5.7,-5.6,-6.2,.
COC(=O)c1cccc(NS(=O)(=O)c2ccc(NC(C)=O)cc2)c1C,-1.0,-2.6[fluorescence artefact?],-2.5,105.5[fluorescence artefact?],4.3[fluorescence artefact?],-17.7,8.0,-6.2,-18.8
O=C(Cn1nc(Cc2cccnc2)c2ccccc2c1=O)N1CCN(c2ccccn2)CC1,1.3,-8.8[fluorescence artefact?],1.6,130.2,-4.1,-24.7,4.3,11.2,-9.7
CCOC(=O)CSc1nnc2cc(C)c3ccccc3n12,.,-0.1,0.5,104.3,12.0,10.8,4.1,-7.7,.
Cc1ccc(CNC(=O)CCNS(=O)(=O)c2ccc3c(c2)c(=O)n(C)c(=O)n3C)cc1,.,.,1.3,.,.,-14.3,1.4,-4.1,.
C=CCn1c(SCC(=O)O)nnc1-c1cccs1,-1.1,0.1,1.1,94.6,-6.3,14.9,4.2,4.2,-5.2
O=C(Nc1ccccc1N1CCCC1)c1cccnc1,.,2.4,-0.4,113.0,1.3,-15.5,3.3,-12.1,.
Cc1ccc(Nc2cnn(C34CC5CC(CC(CC(=O)O)(C5)C3)C4)c(=O)c2Cl)cc1C,1.2,-0.7,-1.0,114.7,9.8,14.1,-2.7,-4.9,-16.5
O=C(CC(O)(c1ccccc1)C(F)(F)C(F)F)c1cccs1 (stereo not drawn),3.4,-8.8,-2.2,121.0,-4.3,-6.8,8.1,-9.8,8.7
Cc1cc(NC(=O)c2ccc3nc(-c4ccccc4)c(-c4ccccc4)nc3c2)no1,44.4,7.4,-0.2,132.1,-2.5,8.6,-0.5,-9.2,-30.8
CCOC(=O)c1cnn(-c2nc3c(C)cccc3s2)c1C,-3.0,.,-0.2,.,.,-26.8,6.6,-28.3,-1.1
O=C1CC(NNc2ccccc2)C(=O)N1c1cccc(Cl)c1 (stereo not drawn),.,.,-8.7,.,.,-18.1,-2.1,-14.4,.
CC1=C(C(=O)OCc2ccccc2)C(c2cccnc2)n2nnnc2N1 (stereo not drawn),-6.0,-0.2,-2.2,98.2,-7.2,16.7,-0.5,-11.8,-7.5
CC(C)C(=O)Nc1nnn(C)n1,-3.6,-14.2[fluorescence artefact?],3.3,110.9,-7.3,15.7,6.9,-3.4,-2.6
O=C(NCc1cccs1)C1CC(=O)N(C2CCCC2)C1 (stereo not drawn),-1.4,5.5,0.1,115.0,6.5,-18.9,2.7,-5.6,-34.9
Cc1ccc(-n2c(N)c(C(N)=O)sc2=S)cc1,-0.4,-2.3,-0.3,118.2[fluorescence artefact?],-4.5,-30.8,11.2,11.7,12.6
O=C(N/N=C/c1cccs1)C1CC(=O)N(c2ccccc2)C1 (stereo not drawn),.,.,0.3,.,.,-4.2,8.5,-8.6,.
Cc1nn(Cc2n[nH]c(=S)n2Cc2ccccc2)c(C)c1Cl,3.5,-5.3,6.6,74.0,-10.6,4.1,2.5,-15.7,-0.9
Cc1ccc(S(=O)(=O)N2CCN(C(=O)CN3CCOCC3)C2)cc1,.,-7.9,0.8,114.7,-6.6,-6.7,9.2,-15.5,.
N#C/C(=C\c1ccc[nH]1)S(=O)(=O)c1ccccc1,0.9,9.6,7.5,133.6,-12.1,3.4,2.4,-9.1,20.1
CCCCCc1c(C)nc(SCC(=O)O)[nH]c1=O,-1.5,4.9,-0.3,113.6,-28.6,-23.3,2.1,-6.9,-4.8
COc1ccc(Br)cc1CNC(=O)CCN1C(=O)COc2ccccc21,-0.6,-6.6[fluorescence artefact?],.,119.5,-6.1,.,.,.,-13.1
CCn1c(=O)c(C(=O)Nn2c(C)nc3ccccc3c2=O)c(O)c2ccccc21,-0.9,3.8[fluorescence artefact?],.,115.3[fluorescence artefact?],4.6[fluorescence artefact?],.,.,.,-1.2
N#CC1=C(N)Oc2c(ccc3ccccc23)C1c1cccs1 (stereo not drawn),-2.9,20.4,1.6,55.4[fluorescence artefact?],35.3,-0.1,8.2,-5.1,38.4
Cc1ccc(C(=O)OCC(=O)NC(=O)c2cccn2C)cc1,0.2,-1.6,-0.6,94.2,0.7,14.2,0.6,-14.1,-4.1
CC(C)CCNC(=O)NC(=O)COC(=O)/C=C/c1cnc2ccccc2n1,1.6,.,7.4,.,.,-6.7,2.1,-5.0,-4.0
CC1CC(C(F)(F)C(F)(F)F)n2nc(C(=O)O)cc2N1 (stereo not drawn),1.0,76.4*[fluorescence artefact?],.,28.7[fluorescence artefact?],63.9*,.,.,.,5.3
CC(O)(C#CCN1CCCCC1)c1ccccc1 (stereo not drawn),.,-5.5,-1.5,106.4,2.2,-8.1,4.4,-8.7,.
N=c1c2c3c(sc2nc2n1CCCCC2)CCCC3,.,-2.6,0.3,113.4,1.8,-3.8,2.9,-3.1,.
Clc1ccc(-c2nnc(SCc3nc4ccccc4[nH]3)o2)c(Cl)c1,.,-3.0[fluorescence artefact?],1.9,198.1[fluorescence artefact?],1.6[fluorescence artefact?],-19.8,13.1,0.5,.
CCOC(=O)c1c(C)[nH]c(=S)c(C#N)c1-c1ccc(OC)cc1,-3.7,.,-0.8,.,.,-0.4,11.0,-4.7,-3.9
O=C(NCc1ccccc1)c1ccc(CN(c2ccccn2)S(=O)(=O)c2ccccc2)cc1,.,-2.2,8.3,111.9,-5.8,-6.4,5.4,-9.8,.
CCC1(COC(=O)Nc2cccc(Cl)c2)COC1,3.0,-8.9,-2.0,124.1,-8.9,11.2,2.4,-5.8,-15.7
CN(C)c1nc2sc3c(c2c(=O)n1C)CC(C)(C)OC3,1.0,-1.2,-2.5,108.3,-13.1,5.2,2.1,-7.3,-1.7
CCOC(=O)C1CCN(C(=O)COC(=O)COc2ccccc2OC)CC1,3.3,-0.8,3.2,102.3,-0.9,0.7,4.9,16.5,4.2
CCSc1oc(-c2ccco2)nc1S(=O)(=O)c1ccccc1,.,7.1,0.2,73.4,1.7,-6.4,7.8,-1.9,.
CCOC(=O)c1cnc2ccc(Cl)cc2c1N1CCN(C)CC1,7.2,-1.1,12.1,98.2,-19.8,-10.6,5.0,-14.2,-9.3
CC(C)CC(=O)c1c[nH]c(C(=O)NCC2CCCO2)c1 (stereo not drawn),-0.8,.,-3.8,.,.,11.3,4.8,-10.7,0.5
CN(Cc1ccccc1)C(=O)COC(=O)c1cc(-c2ccc(Cl)s2)nc2ccccc12,-5.6,.,-1.9,.,.,-8.9,3.0,-6.4,-2.8
CCCCN=C1NC(=O)C(CC(=O)Nc2ccc(Cl)cc2)S1 (stereo not drawn),-2.4,.,0.2,.,.,-7.9,12.2,-7.3,2.2
CCOC(=O)c1cc2sc(C)cc2n1CC(=O)N1CCN(C(=O)c2ccco2)CC1,0.5,0.2,1.4,101.5,-8.7,-30.9,3.4,-9.0,2.0
CC(NC(=O)Cc1cccs1)C(c1cccs1)N1CCN(c2ccccc2F)CC1 (stereo not drawn),2.2,-4.6,1.3,119.5,-23.4,0.3,4.6,3.4,-4.1
COc1ccc(CCn2nnnc2C(c2ccc(C)cc2)N2CCN(C)CC2)cc1OC (stereo not drawn),-0.9,8.5[fluorescence artefact?],-0.2,101.7,-3.7[fluorescence artefact?],2.2,-0.8,-4.6,-9.3
COc1ccc(NC(=O)c2ccccc2NC(=O)CSc2ccc(C)cc2)cc1,.,.,3.1,.,.,14.5,5.3,-6.7,.
CCOC(=O)CNC(=O)CSc1nc2cccnc2n1C,-1.4,-3.8,.,105.5,18.3[fluorescence artefact?],.,.,.,-0.3
Cc1ccc(S(=O)(=O)N2CCCSCC2)cc1,-3.3,-5.8,-1.9,116.7,-2.2,10.5,0.9,-2.2,15.4
Fc1ccc(C2CC(c3ccco3)=NN2c2ccccc2)cc1 (stereo not drawn),-2.2,.,0.1,.,.,-20.1,0.1,-13.3,5.1
COc1cc(-c2[nH]nc3c2C(c2ccoc2)C(C#N)=C(N)O3)cc(OC)c1OC (stereo not drawn),.,33.4,1.7,74.3,14.6[fluorescence artefact?],-21.9,15.4,20.9,.
FC(F)Sc1ccc(Nc2ncnc3nc[nH]c23)cc1,.,4.3,9.7,88.2,-1.0,9.5,-3.5,60.1*,.
CCCCN1CCCCC1C(=O)Nc1c(C)cc(C)cc1C (stereo not drawn),3.8,1.6[fluorescence artefact?],2.6,101.7,0.3[fluorescence artefact?],-7.7,0.1,-4.2,-30.5
CCOc1cc(-c2nc(-c3ccccc3OC)no2)cc(OCC)c1OCC,-2.8,12.8,-2.9,129.6[fluorescence artefact?],1.3,-9.9,3.4,-9.5,42.0
COc1ccc(OC)c(CNC(=O)COc2cc(=O)n(C)c3ccccc23)c1,.,7.6,2.9,100.5,6.3,10.8,4.7,-3.2,.
COc1ccc(CNc2ncnc(N)n2)cc1,0.4,-9.5,-3.2,95.8,-4.0,20.4,7.0,31.9,4.7
CCN(CC)C(=O)Cn1cnc2c1c(=O)n(C)c(=O)n2C,-1.9,-21.2,-3.3,180.9,-7.0,-16.3,11.3,-6.2,-12.6
COc1cc(C)nc(N(Cc2ccccc2)S(=O)(=O)c2ccccc2)n1,2.1,5.9,0.6,94.7,34.3,2.2,24.3,-12.0,14.8
CCN(CC)C(=O)N1CCN(S(=O)(=O)c2ccc(C)c(C)c2)CC1,0.4,-10.4[fluorescence artefact?],-0.1,120.2[fluorescence artefact?],-6.8,-21.3,0.3,-11.2,10.5
CCOC(=O)C1CCN(S(=O)(=O)c2cccc(-c3cn4cccc(C)c4n3)c2)CC1,1.4,2.5[fluorescence artefact?],-3.2,108.5,-5.9,-9.2,9.9,-11.3,2.1

# Complete entries as entered above:
# CCN(CC)C(=O)N1CCN(S(=O)(=O)c2ccc(C)c(C)c2)CC1 is listed as Mac1 fbg enh = 0.4; ERb SRC1 inh = -10.4[fluorescence artefact?]; FAK inh = -0.1; ERa SRC1 pot = 120.2[fluorescence artefact?]; ERa SRC1 inh = -6.8; PLK1 PBD inh = -21.3; HIV Rev-RRE inh = 0.3; PLK1 kinase inh = -11.2; CD11b adhes inh = 10.5
# CCOC(=O)c1cc2sc(C)cc2n1CC(=O)N1CCN(C(=O)c2ccco2)CC1 is listed as Mac1 fbg enh = 0.5; ERb SRC1 inh = 0.2; FAK inh = 1.4; ERa SRC1 pot = 101.5; ERa SRC1 inh = -8.7; PLK1 PBD inh = -30.9; HIV Rev-RRE inh = 3.4; PLK1 kinase inh = -9.0; CD11b adhes inh = 2.0

# Printed as active in ERa SRC1 inh, among the entries above:
SMILES,Mac1 fbg enh,ERb SRC1 inh,FAK inh,ERa SRC1 pot,ERa SRC1 inh,PLK1 PBD inh,HIV Rev-RRE inh,PLK1 kinase inh,CD11b adhes inh
CCn1c(SCC(=O)c2ccc(CNC(C)=O)o2)nnc1-c1cccs1,4.0,42.8,1.6,59.5[fluorescence artefact?],58.4*,-43.8,1.1,-6.0,2.5
CC1CC(C(F)(F)C(F)(F)F)n2nc(C(=O)O)cc2N1 (stereo not drawn),1.0,76.4*[fluorescence artefact?],.,28.7[fluorescence artefact?],63.9*,.,.,.,5.3
